FBPA coupling cs: qHTS Assay for Inhibitors of Fructose-1,6-bisphosphate Aldolase from Giardia Lamblia: Coupling assay counterscreen; 0.67% of 290,000 active; activity change, negative = inhibition, % at 58.2 µM, hits read low; coupling enzyme system counterscreen, AmpLite Red fluorescence; in the data active = activity change below about -30%; note: % is set by controls: 0 for no effect and ±100 for the full control effect
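Counterscreen of the coupled detection system alone, without aldolase: glyceraldehyde-3-phosphate coupling enzymes plus AmpLite Red readout. Compounds at 57.5 uM final, 10 min RT preincubation, 20 min RT reaction, fluorescence 525/598 nm.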
TSHR antagonist: Antagonists of the Thyroid Stimulating Hormone Receptor: HTS campaign | Thyrotropin receptor (Homo sapiens), P16473 | TSHR-expressing cells, TSH-stimulated cAMP HTRF, 2 h; hits give low values | activity change, negative = inhibition, % at 11.5 µM | 0.2% of 330,000 active | AID 504810, 2011;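 active = activity change below a set negative limit, meaning inhibition stronger than a set level, cut at about -70% in these data; inconclusive = activity change between two set negative limits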; note: % is set by controls: 0 for no effect and ±100 for the full control effect
Target sequence (P16473 whole entry, looked up): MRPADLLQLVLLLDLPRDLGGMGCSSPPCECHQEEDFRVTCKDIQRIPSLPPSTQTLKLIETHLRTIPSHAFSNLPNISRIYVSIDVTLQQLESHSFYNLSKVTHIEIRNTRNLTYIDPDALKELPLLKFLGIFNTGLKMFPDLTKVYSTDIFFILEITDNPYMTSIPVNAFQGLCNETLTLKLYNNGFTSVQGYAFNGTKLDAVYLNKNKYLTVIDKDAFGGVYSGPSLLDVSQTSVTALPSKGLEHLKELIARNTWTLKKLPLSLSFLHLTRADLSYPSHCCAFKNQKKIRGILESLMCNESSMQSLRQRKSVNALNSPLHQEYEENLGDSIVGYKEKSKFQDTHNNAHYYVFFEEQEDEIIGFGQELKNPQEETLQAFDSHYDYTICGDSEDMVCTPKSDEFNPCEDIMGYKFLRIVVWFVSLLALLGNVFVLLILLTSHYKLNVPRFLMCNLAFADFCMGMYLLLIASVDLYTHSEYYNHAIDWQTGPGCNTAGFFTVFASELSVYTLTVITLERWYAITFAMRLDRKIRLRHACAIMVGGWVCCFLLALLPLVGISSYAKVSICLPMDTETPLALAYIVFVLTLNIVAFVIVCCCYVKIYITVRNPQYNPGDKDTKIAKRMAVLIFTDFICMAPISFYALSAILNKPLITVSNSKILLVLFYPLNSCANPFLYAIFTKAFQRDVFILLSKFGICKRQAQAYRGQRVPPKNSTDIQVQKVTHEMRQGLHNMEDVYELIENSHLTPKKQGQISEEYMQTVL
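Antagonism was scored as loss of TSH-driven cAMP in TSHR cells, stimulated with 4nM TSH (EC80) for 2 hours at 37 deg C and detected by homogeneous HTRF competition immunoassay.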
GALK inhibitor: qHTS Assay for Inhibitors of Human Galactokinase (GALK); P51570; 0.007% of 270,000 active; Purified GALK, Kinase-Glo residual ATP luminescence; Potency, µM (titrated, usually from 57.5 µM), without a hit: at the top dose activity change, negative = inhibition, hits mostly inhibitors; AID 1868, 2009; note: potency is the fitted concentration of half-maximal effect; % is set by controls: 0 for no effect and ±100 for the full control effect
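5 nM enzyme, 35 uM ATP, 100 uM galactose, 20 mM HEPES pH8.0, 5 mM MgCl2; 1 h RT; residual ATP by Kinase-Glo Plus luminescence, qHTS format.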
A-T KAP1 phos: qHTS Assay for Identifying a Potential Treatment of Ataxia-Telangiectasia. […] A-T fibroblasts, KAP-1 phosphorylation AlphaLISA; neocarzinostatin DNA damage 30 min before lysis. 0.19% of 320,000 active. AID 485349, 2010. Potency, µM (doses to about 57.5 µM), for the others: at the highest dose activation, actives largely listed as activators; note: potency is the fitted concentration of half-maximal effect; % of control where 0% means no effect; nearly all actives have a fitted effect of over 45% in size
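ATM-like activity read as KAP-1 phosphorylation via AlphaLISA donor/acceptor antibody pairs after lysis and 6 hr at 25C. Cells were ATM-null patient fibroblasts ([…], hTERT), dosed 60 min, then exposed to the DSB inducer NCS for 30 min.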
Tb PFK inh: qHTS Assay to Find Inhibitors of T. brucei phosphofructokinase; ATP-dependent 6-phosphofructokinase (Trypanosoma brucei brucei), O15648; T. brucei PFK, ADP-Glo luminescence; Potency, µM (doses to about 57.5 µM), inactives show at the highest dose activity, negative = inhibition, actives largely listed as inhibitors; 0.17% of 330,000 active; AID 485367, 2010;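 note: potency is the fitted concentration of half-maximal effect; 0% = uninhibited 1x PFK enzyme wells and -100% = no-enzyme wells; nearly all actives have a fitted effect of over 60% in size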
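Activity is normalized to no-enzyme wells (full inhibition) and 1.25 nM enzyme wells (no inhibition). Reaction: 0.5 mM F6P, 0.1 mM ATP, 45 min RT, ADP-Glo luminescence; concentration-response curves fitted and classed by quality.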
BCR signal inh: qHTS Assay to Find Inhibitors of Chronic Active B-Cell Receptor Signaling; ABC-DLBCL IkBa-CBG/CBR reporter, luminescence ratio, 4 h; 0.05% of 340,000 active; AID 493014, 2011; Potency, µM (highest dose often 46.1 µM), inactives show at the highest dose ratio change, negative = lower green/red ratio, hits mostly inhibitors; active = well fitted inhibition curve with a large enough effect in the signal ratio, with a control signal flat, not every such curve was filed as active; inconclusive = small, poorly fitted or top-dose-only effect, or effect the other way, or a change in a side signal; the % refers to the signal ratio;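 note: potency is the fitted concentration of half-maximal effect; plate controls were basal doxycycline-induced cells for no effect and cells given 10 µM MG132 for full effect; MG132 reads +100%, hits lower the ratio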
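Doxycycline induced both beetle luciferases in TMD8 lymphoma cells; IKK-driven degradation limits the IkappaBalpha-fused green signal, while red luminescence normalises for cell number and nonspecific effects. Compounds tested up to 46 uM, 4 hrs.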
hERG WT inh: qHTS for Inhibitors of KCHN2 3.1: Wildtype qHTS; AID 720551, 2013; activity change, % at 1.84 µM; U2OS, BacMam KCNH2, thallium flux FluxOr; hits give low values; 0.37% of 340,000 active;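 active = maximum activity change below -70%; inconclusive = maximum activity change between -70% and -50%; inactive = maximum activity change above -50%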; note: % is set by controls: 0 for no effect and ±100 for the full control effect
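U2OS cells transduced with wild-type KCNH2 virus are loaded with FluxOr dye for 45 min, and thallium flux is measured in kinetic reads before and after stimulation buffer. Rate constants are normalized to DMSO controls.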
CXXC DNA block: qHTS Fluorescence Polarization Assay for Inhibitors of MLL CXXC domain - DNA interaction | Potency, µM (top dose mostly 115 µM), inactives show top-dose activity change, negative = inhibition, usual class: inhibitors | MLL-CXXC / FITC-HOXA9 DNA fluorescence polarization | AID 2662, 2010 | 0.037% of 290,000 active; active = well fitted inhibition curve with a large enough effect in the polarisation, with a control signal flat, not every such curve was filed as active; inconclusive = small, poorly fitted or top-dose-only effect, or effect the other way, or a change in a side signal; inactive = no such curve, though single readings can be large or run the other way; the % refers to the polarisation; note: potency is the fitted concentration of half-maximal effect
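Fluorescence polarization: 7 uM MLL-CXXC (stock) preincubated 5 min with compounds, then 50 nM fluorescein-HOX-A9 DNA (stock) added; 30 min ambient. Buffer 50 mM Tris-HCl pH 7.5, 50 mM NaCl, 1 mM DTT, 0.05% BSA.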
TCR activator: Activators of T cell receptors: qHTS campaign; primary human leukocytes, anti-CD3, IL-2 HTRF, 48 h; Potency, µM (doses to about 9.22 µM), without a hit: at the top dose activation of IL-2 secretion, actives largely listed as activators; 330,000 tested, under 10 active; AID 504894, 2011; note: % of control where 0% means no effect
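Compounds are tested in HTS on primary human leukocytes co-incubated with a-CD3 beads for 48 hr. IL-2 output is measured by time-resolved FRET.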
Giardia kill: Small Molecules that selectively kill Giardia lamblia: qHTS. Giardia lamblia trophozoite viability. activity change, % at 7.66 µM, hits read low. 0.15% of 340,000 active; in the data active = activity change below about -80%; inconclusive = between about -30% and that limit;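 note: parasites exposed to compound for two days anaerobically before the ATP read; % is set by controls: 0 for no effect and ±100 for the full control effect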
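Each well holds 100 Giardia trophozoites and compound. After two days (48 hrs) at 37 deg C in anaerobic conditions, ATP is quantified by luminescence.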
* marks the source's active call; other numbers are inactive results; ? = inconclusive; / = no result given; [ ] = dose if it differs, or a comment. Unless noted, calls come from the whole dose curve; as a rule, active = well fitted curve in the direction sought with a large enough effect; inconclusive = small, poorly fitted or top-dose-only effect, or another doubt; inactive = no such curve, though single readings can be large; an effect the other way counts as inactive or inconclusive.

Results follow in this order: FBPA coupling cs, TSHR antagonist, GALK inhibitor, A-T KAP1 phos, Tb PFK inh, BCR signal inh, hERG WT inh, CXXC DNA block, TCR activator, Giardia kill
Cc1ccc2nc(N3CCN(C(=O)c4ccc(F)cc4)CC3)c(C#N)cc2c1
→ -2, 9, 1%, 3%, 2%, 5%, 9, 5%, -3%, 4
COc1cccc(C(=O)COc2cccc(NC(=O)c3cccc([N+](=O)[O-])c3)c2)c1
→ 0, -19, 0%, 0%, -5%, ?, -3, 14%, -7%, 4
Cc1ccc(S(=O)(=O)c2ccc(Cl)cc2)cc1S(=O)(=O)N(C)CC(=O)O
→ 10, -2, 1%, -2%, 0%, 7%, 1, 8%, -4%[46.1 µM], -9
COc1ccc(N(CC(=O)Nc2cccc(N(C)S(C)(=O)=O)c2)S(=O)(=O)c2ccc(F)cc2)cc1
→ 0, 3, -2%, -4%, -14%, -2%, 20, -8%, -9%, -3
Cc1ccc(CNC(=O)CNS(=O)(=O)c2ccc(Br)s2)cc1
→ 1, 12, -1%, 14%, 4%, 8%, 7, -5%, -2%, 3
CCN(CC)S(=O)(=O)c1cccc(C(=O)NC(Cc2c[nH]c3ccccc23)c2nnc3n2CCC3)c1 (stereo not drawn)
→ -1, 20, 3%, 4%, 4%, 0%, 6, 8%, -5%[46.1 µM], -7
Cc1nc2sc(C(=O)OC(C)C)c(N)c2c(C)c1C
→ -1, 28, 9%, 9%, -9%, -3%, 1, ?, 1%, -17
CCN(CC)CCNC(=O)c1ccc(NC(=O)c2cn(-c3ccc(F)cc3)nc2-c2cccc(OC)c2)cc1
→ -2, 7, 13%, -5%, -9%, -1%, 2, 41%[activator], -61%, 17
COc1cc(/C=C/c2nc3ccccc3c(=O)[nH]2)cc(Cl)c1O
→ 0, -2, 13%, 0%, 1%, 5%, -1, 57%[activator], 2%, 37[activator]
COc1ccc(N2Cc3ccc(OC)c(OC)c3C2=O)cc1
→ 0, -2, 0%, 11%, 7%, ?, /, 2%, 4%, -24
O=C(C1CC1)N1CCc2[nH]c3ccccc3c2C1
→ -9, -4, -2%, -2%, -5%, -13%, 1, 5%, 2%[46.1 µM], -19
CCn1cc(C(=O)NCC2CCCO2)c(=O)c2cc(F)c(N3CCN(C)CC3)cc21 (stereo not drawn)
→ -9, 16, 0%, 2%, 0%, 15%, -14, 6%, 7%, -7
O=C(NCC1(c2ccccc2)CCCC1)c1ccccc1
→ 0, 3, 2%, 3%, 1%, ?, /, -10%, -7%[46.1 µM], -20
COc1ccc(-n2nc(C(=O)NCc3ccco3)c3ccccc3c2=O)cc1
→ 2, 13, 1%, 9%, 0%, 7%, -41, 1%, -4%, -9
O=C(CSc1ncc(-c2ccccc2)[nH]1)Nc1ccccc1F
→ -3, -6, 3%, -2%, 7%, ?, -4, 4%, 5%, 0
O=C(N/N=C/c1cc(Br)c(O)c(Br)c1)C1CC1
→ -2, -10, -2%, -4%, 0%, 1%, -13, 2%, 6%, 4
NC(=O)c1c(NC(NC(=O)c2ccco2)(C(F)(F)F)C(F)(F)F)sc2c1CCCC2
→ -27, 8, 0%, -5%, -14%, 16%, 17, -4%, -4%, 6
CCOc1cc(/C=C(/NC(C)=O)C(=O)O)cc(Cl)c1OCc1cccc(Br)c1
→ 2, -8, 4%, -15%, -5%, ?, 2, -17%, -1%, 10
CCc1nnc(NC(=O)C2CC(=O)N(c3ccc(C)cc3)C2)s1 (stereo not drawn)
→ 1, -5, 0%, 3%, -4%, 2%, 13, 7%, 2%, 0
COc1ccccc1C(=O)Nc1ccc2c(c1)nc1n2CCN(C2CCCCC2)C1
→ 0, -15, 7%, 1%, 8%, 13%, -5, 6%, 0%, 20
CN(C)S(=O)(=O)N1CCN(CC(=O)Nc2cc(Cl)ccc2Cl)CC1
→ -1, -5, 1%, 5%, -2%, -4%, 7, 6%, 0%, 3
Cc1cc(=O)[nH]c(SCC(=O)NC(C)C2CC3CCC2C3)c1C#N (stereo not drawn)
→ 7, -1, 12%, 0%, 5%, -1%, -11, -6%, 1%, 7
O=C(COC(=O)c1ccc2c(c1)OCO2)NCc1ccc2c(c1)OCO2
→ 1, 1, 1%, 3%, -4%, -22%, 3, 23%, 0%, 22
CCOc1ccc(C(=O)c2cnc3ccccc3c2N2CCN(CC)CC2)cc1
→ 1, 21, 1%, 12%, -3%, -1%, 43, 1%, 0%, -3
CC(C)c1ccc(O)c(N)c1
→ -9, 15, 3%, -3%, -20%, ?, 13, -9%, 3%, -12
C1=CC2CC1CC2CN1CCN(Cc2ccccc2)CC1 (stereo not drawn)
→ -6, 13, 0%, 1%, -18%, 29%, 16, -6%, 1%, -6
CCOc1ccc(CCNC(=O)CCC(=O)Nc2ccc3nc(N4CCN(C)CC4)cc(C)c3c2)cc1OCC
→ 0, 2, -2%, 5%, 0%, 1%, 8, -1%, -6%, -23
COc1ccc(CCn2c(C)cc(C(=O)CN3C(=O)C(=O)N(C4CCCC4)C3=O)c2C)cc1OC
→ /, -23, /, 1%, 8%, -1%, -5, /, -2%, 1
C=CCNC(=O)c1ccccc1CCc1ccccc1
→ -1, 4, -1%, 7%, 0%, 0%, -1, -2%, 5%, -14
N#Cc1ccc(CN2CCN(C(=O)CNS(=O)(=O)c3ccc4c(c3)OCCCO4)CC2)cc1
→ /, -12, /, -11%, -3%, ?, 23, /, -1%, 1
CSc1nc(N2CCN(C)CC2)c2c(c1C#N)CC(C)(C)OC2
→ 1, 7, 3%, -8%, 1%, ?, 0, 1%, 0%, -1
S=C1N(c2ccccc2)C(c2ccccc2)N2CCCN12 (stereo not drawn)
→ 2, 5, -2%, -1%, -1%, ?, -2, 7%, 1%, 5
COc1cccc(NC(=O)C2CCN(S(=O)(=O)c3ccccc3)CC2)c1
→ /, 31, 4%, 7%, -4%, 1%, -5, 9%, 1%, 0
COc1ccc(CNC(=O)COC(=O)CO/N=C(\C)c2ccc3c(c2)OCO3)cc1
→ /, 2, /, 11%, 2%, -2%, 9, /, 7%, -4
CC(C)NC(=O)c1ccc(-c2cccc(C(F)(F)F)c2)o1
→ 0, -5, 4%, 1%, -1%, ?, 7, 0%, 0%, -3
O=C(COC(=O)CNC(=O)c1cccc([N+](=O)[O-])c1)Nc1cccc(S(=O)(=O)N2CCCC2)c1
→ -3, -14, -4%, 3%, 17%, -4%, 51, -5%, 1%[46.1 µM], -2
CCOC(=O)Cc1csc(NC(=O)C2C3C=CC(C3)C2C(=O)O)n1 (stereo not drawn)
→ 16, 19, -2%, /, 15%, ?, 9, 12%, 7%, -3
Cc1ccc(-c2nnc(SCC(=O)N3CCCc4ccccc43)n2N)cc1
→ 2, -2, -1%, /, -3%, 8%, -17, 4%, 0%, -13
COc1cccc(-c2nc(C(N)=O)c3[nH]c(=O)n(-c4ccccc4)c3n2)c1OC
→ 4, 0, 0%, -3%, -3%, ?, 11, -4%, 2%, -23
COC(=O)c1ccc(NS(=O)(=O)c2cc3c4c(c2)CCC(=O)N4CCC3)cc1
→ /, -2, /, -2%, 0%, 9%, -2, /, -23%, -19
CCn1c(=O)c([N+](=O)[O-])c(Cl)c2ccccc21
→ 0, -79*, -3%, -3%, -2%, ?, -9, -7%, 8%, 1
N#C/C(=C\c1cccc(O)c1)c1nc2ccccc2o1
→ -3, -6, -5%, 9%, 5%, ?, 3, -2%, -6%, 16
COc1cc2cc(C)c(SCC(=O)N3CCN(C(=O)c4ccco4)CC3)nc2cc1OC
→ 2, -8, -1%, -8%, 0%, 12%, -4, 8%, -1%, ?
Clc1cc(CSc2ccccc2)nc(-c2ccccc2)n1
→ 3, -5, -2%, -9%, -4%, 7%, 1, 9%, 1%, 4
CCCNC(=O)Nc1nccs1
→ -5, 5, -1%, 5%, -4%, 1%, -13, 0%, 3%, 8
Cc1ccc(S(=O)(=O)NC(CC(C)C)C(=O)N2CCC(C)CC2)cc1 (stereo not drawn)
→ 0, 7, 7%, 4%, 3%, 2%, -5, 2%, -2%, 21
CCOc1ccc(CN2CCN(Cc3nc4c(s3)CCCC4)CC2CCO)cc1 (stereo not drawn)
→ 2, 4, 11%, 1%, 1%, ?, 8, 1%, -6%, -26
COc1ccc(/C=N/NC(=O)c2ccccc2O)cc1Cn1cc([N+](=O)[O-])cn1
→ 2, 2, 3%, 10%, -2%, ?, 4, -9%, 2%, -16
COc1ccc(C2(CNC(=O)c3cccs3)CCOCC2)cc1
→ 1, 5, -1%, 1%, 0%, 1%, 2, 7%, 11%, -16
CCc1ccc(-c2c(C)sc(NC(C)=O)c2C(N)=O)cc1
→ 6, 23, 2%, 2%, 2%, ?, -16, -10%, -1%, 6
